# FLuc inh: Photinus pyralis luciferase inhibition; P08659; purified P. pyralis luciferase, luminescence, biochemical; AID 1347043; actives 2.5% (n = 76,000); Potency, µM (series often up to 115 µM), for the others: at the top dose activity change, negative = inhibition, usual class: inhibitors; further: potency means the concentration at half of the fitted maximal effect; nearly all actives have a fitted effect of over 65% in size
# Target sequence (P08659 whole entry, looked up): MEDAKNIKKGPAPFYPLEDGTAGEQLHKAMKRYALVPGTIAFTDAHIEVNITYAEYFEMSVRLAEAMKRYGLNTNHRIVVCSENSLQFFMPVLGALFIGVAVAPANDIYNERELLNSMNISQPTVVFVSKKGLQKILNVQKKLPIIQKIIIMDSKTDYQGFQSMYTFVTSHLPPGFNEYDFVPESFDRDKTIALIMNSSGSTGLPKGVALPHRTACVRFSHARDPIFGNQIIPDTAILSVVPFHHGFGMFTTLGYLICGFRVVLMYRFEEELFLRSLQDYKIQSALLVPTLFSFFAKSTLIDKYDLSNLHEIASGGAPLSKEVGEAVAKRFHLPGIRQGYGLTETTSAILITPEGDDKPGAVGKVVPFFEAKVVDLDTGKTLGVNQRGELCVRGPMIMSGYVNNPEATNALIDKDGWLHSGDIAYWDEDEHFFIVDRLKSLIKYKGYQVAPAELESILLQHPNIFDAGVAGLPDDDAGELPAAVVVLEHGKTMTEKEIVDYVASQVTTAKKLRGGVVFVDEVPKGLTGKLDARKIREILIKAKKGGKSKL
#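 Luminescence read by CCD imager after adding enzyme (10nM final) to wells holding compound, titrated in qHTS. Substrates 10uM each D-luciferin and ATP; buffer 50mM Tris acetate pH 7.5, 10mM Mg acetate, Tween-20, BSA.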
# HEK cytotox: cytotoxic compounds in HEK 293 cells; HEK 293 viability, ATP luminescence (CellTiter-Glo), 48-72 h; Potency, µM (titrated, usually from 115 µM), for inactives: top-dose activity change, negative = cytotoxicity, hits mostly inhibitors; actives 6.6% (n = 94,000); further: potency means the concentration at half of the fitted maximal effect; nearly all actives have a fitted effect of over 60% in size
#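 CellTiter-Glo luminescence (cellular ATP) was read after 48 or 72 hr of compound exposure at 37 degree Celsius. Cells were HEK 293 plated at 250 cells/well.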
# IP6K1 inh: inhibitors of human IP6K1 | IP6K1 kinase, ADP-Glo luminescence, 2 h; hits give low values | activity change, % (series mostly up to about 58 µM) | actives 0.81% (n = 140,000) | AID 1645851; in the data active means activity change below about -25%
#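 ADP-Glo luminescence measures ADP made by human IP6K1 during a 2 h RT reaction with ATP/IP6 (mix at 1.3 mM/130 uM); top library doses 57.5 and 19.1 uM final.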
# HEK293 viab: reduces viability of HEK-293 SNCA reporter cells; HEK-293-SNCA-luc viability, GF-AFC fluorescence, 24 h; Potency, µM (highest dose often 57.1 µM), for inactives: at the top dose activity change, negative = cytotoxicity, usual class: cytotoxic; actives 0.12% (n = 150,000);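 further: potency means the concentration at half of the fitted maximal effect; 0% = DMSO-treated cells and -100% = medium-only wells without cells; nearly all actives have a fitted effect of over 30% in size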
#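 HEK-293-SNCA-luc cells (1500/well) plated 24 h, then exposed 24 h to a dilution series; GF-AFC added 30 min at 37C, fluorescence 405/540 nm; normalised to medium-only and DMSO wells, Hill fit.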
# NIH3T3 tox: kills NIH 3T3 cells; NIH 3T3 viability, CellTiter-Glo ATP luminescence, 48-72 h; Potency, µM (highest dose often 96.7 µM), inactives show top-dose activity change, negative = cytotoxicity, most hits filed as inhibitors; actives 4.3% (n = 94,000); AID 1345082; further: potency means the concentration at half of the fitted maximal effect; nearly all actives have a fitted effect of over 55% in size
#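 Luminescent ATP readout (CellTiter-Glo, 10 min RT) after 48 or 72 hr compound exposure of NIH 3T3 cells seeded at 400 cells/well in 1536-well format; quantitative HTS.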
# GPT2 inhibitor: blocks human glutamate pyruvate transaminase 2; actives 0.25% (n = 100,000); AID 1671188; Q8TD30; Potency, µM (series often up to 57.7 µM), inactives show at the top dose activity change, negative = inhibition, hits mostly inhibitors; Recombinant GPT2, coupled pyruvate oxidase/HRP Amplex Red fluorescence; further: potency means the concentration at half of the fitted maximal effect; nearly all actives have a fitted effect of over 60% in size; many of its hits are not listed in these tables
# Target sequence (Q8TD30 whole entry, looked up): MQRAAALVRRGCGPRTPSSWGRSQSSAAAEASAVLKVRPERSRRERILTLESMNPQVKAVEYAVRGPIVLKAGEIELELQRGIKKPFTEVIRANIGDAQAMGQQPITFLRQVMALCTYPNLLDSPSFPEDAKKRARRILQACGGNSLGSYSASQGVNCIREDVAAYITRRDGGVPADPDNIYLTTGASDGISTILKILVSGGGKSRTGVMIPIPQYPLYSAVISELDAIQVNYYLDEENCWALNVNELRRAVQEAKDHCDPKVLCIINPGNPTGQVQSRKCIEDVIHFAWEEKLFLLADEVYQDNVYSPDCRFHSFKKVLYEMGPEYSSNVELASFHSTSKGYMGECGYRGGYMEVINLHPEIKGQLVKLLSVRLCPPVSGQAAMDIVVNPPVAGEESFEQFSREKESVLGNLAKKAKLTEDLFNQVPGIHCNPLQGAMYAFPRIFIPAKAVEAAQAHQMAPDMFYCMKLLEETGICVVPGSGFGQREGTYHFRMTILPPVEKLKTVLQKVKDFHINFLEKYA
#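 Inhibition is scored from Amplex Red fluorescence generated when pyruvate oxidase and HRP act on pyruvate released by GPT2. Reactions contain 10ng/uL enzyme, 250uM a-KG and 2mM L-alanine and run 30 min at room temperature.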
# SNCA expr inh: inhibitors of alpha-synuclein (SNCA) gene expression; Potency, µM (titrated, usually from 57.2 µM), inactives show at the top dose activity change, negative = inhibition, actives largely listed as inhibitors; actives 0.17% (n = 140,000); HEK-293 SNCA-luciferase knock-in, luminescence, 24 h;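 further: potency means the concentration at half of the fitted maximal effect; plate controls were DMSO cells for no effect and cell-free wells for full effect; nearly all actives have a fitted effect of over 45% in size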
# * marks the source's active call; other numbers are inactive results; i = inactive; ? = inconclusive; nt = not tested or not shown; [ ] = remark or other dose. Unless noted, the call rests on the fitted dose curve; in most records, active means well fitted curve in the direction sought with a large enough effect; inconclusive means small, poorly fitted or top-dose-only effect, or another doubt; inactive means no such curve, though single readings can be large; an effect the other way counts as inactive or inconclusive. Unless noted, on the % scale 0 is the no-effect control and ±100 the full control effect.
mol	FLuc inh	HEK cytotox	IP6K1 inh	HEK293 viab	NIH3T3 tox	GPT2 inhibitor	SNCA expr inh
Cc1cc(C)c(NC(=O)C(=O)NCC(c2cccnc2)N2CCN(Cc3ccccc3)CC2)c(C)c1 (configuration not stated)	nt	nt	7	-9%	nt	nt	?
COc1ccc(CN2CCc3nc(N4CCN(C)CC4)[nH]c(=O)c3CC2)c(Cl)c1OC	9%	-29%	7	-6%	-27%	i	28%
CCOc1ccc(-n2c(SCC(N)=O)nc3c(oc4ccccc43)c2=O)cc1	nt	nt	9	-3%	nt	nt	0%
CCS(=O)(=O)c1ncc(Cl)c(C(=O)N(Cc2ccccc2)Cc2ccco2)n1	nt	nt	-5	8.9µM*	nt	nt	?
CCOCC1(C)COc2ccc(C(=O)Nc3ccc(OC)nc3)cc2N1 (configuration not stated)	?	?	3	-6%[87.6 µM]	?	-15%[88.5 µM]	78%[activator][87.6 µM]
COc1cccc(C(=O)N2CCCC3(CN[S+](=O)([O-])c4cnccc4N3)C2)c1 (configuration not stated)	nt	4%	24	nt	-14%	nt	nt
O=C(N[C@H]1CO[C@H]2[C@@H]1OC[C@@H]2Nc1nccc(-c2cccc(F)c2)n1)c1ccccc1	-8%[172 µM]	-27%[172 µM]	0	4%[87.6 µM]	-33%[174 µM]	i	?
COc1ccc(CCNC(=O)c2ccc3nnc(C4CC4)n3c2)cc1	nt	1%[172 µM]	8	-12%[87.6 µM]	?	i	-22%[87.6 µM]
C=CCNC(=O)c1cc2cccnn2n1	?	-2%[230 µM]	4	-8%[87.6 µM]	-5%[174 µM]	5%[88.5 µM]	33%[activator][87.6 µM]
CC1=C[C@@H](CC#N)[C@H](C(C)C)C[C@H]1CC(=O)N1CCN(c2ncccn2)CC1	-3%[172 µM]	?	-5	-24%[87.6 µM]	?	-16%[88.5 µM]	-23%[87.6 µM]
CCC(=O)NC1CCN(C(=O)N2CC3CC(C2)[C@H]2CCCC(=O)N2C3)CC1 (some centres not stated)	-7%	2%	6	-1%	i	3%	-1%
Cc1ccc(NC(=O)c2nnn(Cc3cccc(C(F)(F)F)c3)c2N)c(C)c1	nt	nt	11	-5%	nt	nt	?
COc1ccc2c(c1)CC(C(=O)NCCCN1CCN(c3ccccc3F)CC1)CO2 (configuration not stated)	nt	nt	-4	-6%	nt	nt	-4%
COCCN1CCC2(C1)CN(C)c1ccc(C(=O)Nc3ccc(OC)cc3)cc12 (configuration not stated)	?	?	15	-13%[87.6 µM]	?	i	103%[activator][87.6 µM]
COc1ccc(C(=O)N(C)Cc2ccccc2C(F)(F)F)cc1	-11%[172 µM]	?	-12	-11%[87.6 µM]	-18%[138 µM]	-11%[88.5 µM]	18%[87.6 µM]
Cc1ccc(C2Cn3nnc(C(=O)N4CCC(C(=O)NCc5cccc(F)c5)CC4)c3CO2)cc1 (configuration not stated)	35µM*	-2%	-23	1%	-16%	-3%	4%
COc1ccc(NC(=O)C2COc3ccccc3C2)cc1Cl (configuration not stated)	nt	nt	5	-12%	nt	nt	49%[activator]
Cc1ccc(C(=O)N2CCCC(n3c(C)cnc3C3CCOCC3)C2)s1 (configuration not stated)	-4%	3%	-11	-7%	-4%	-12%	-4%
CCOc1ccc(CC(=O)N2CCC[C@H]2c2nc(-c3ccccc3Cl)no2)cc1OCC	-14%	?	-5	0%	?	i	0%
COc1ccc(-n2nnnc2C2CCN(S(=O)(=O)c3ccc(C)cc3)CC2)cc1	nt	nt	10	0%	nt	nt	?
CCCC(=O)NC1CCCN(c2ccnc3ccnn23)C1 (configuration not stated)	nt	-6%[172 µM]	12	-3%[87.6 µM]	-8%[138 µM]	i	16%[87.6 µM]
O=C(c1ccccc1OC1CCN(Cc2ccccn2)CC1)N1CCSCC1	0%	-26%	3	1%	-22%	i	8%
CCOCCCNC(=O)c1ccc(CN2C(=O)NC3(CCS(=O)(=O)CC3)C2=O)cc1	3%	1%	-3	6%	i	i	-15%
Cc1ccc(CNC(=O)C2(c3ccc(NS(C)(=O)=O)cc3)CCCCC2)cc1	0%	?	27	-8%	-21%	0%	10%
O=C(CSc1nc(-c2ccc(F)cc2)[nH]c1-c1ccccc1)Nc1ccccc1	nt	nt	7	18%	nt	nt	-13%
Cc1nc2cc(N3CCCC(C(=O)O)C3)cnc2nc1C (configuration not stated)	-20%	-17%	8	4%	-20%	i	45%[activator]
COc1ccc(CCN(CC2CCN(C)CC2)C(=O)C(C)N2CCOCC2)cc1 (configuration not stated)	-2%	i	4	11%	-1%	-11%	?
C=CCNC(=O)C1N(C(C)C)C(=O)C12CCCCC2 (configuration not stated)	-11%	3%	3	6%	1%	3%	-10%
Cc1cc(C)n(CCC(=O)N2CCCn3cc(-c4ccccc4)nc32)n1	2%	-18%	-8	-3%	4%	i	4%
CCOc1ccc(C(=O)NCCc2csc(-c3cccc(F)c3)n2)cc1OCC	nt	nt	-17	1%	nt	nt	-15%

# Some of the entries so far, field by field:
canonical_smiles: Cc1ccc(NC(=O)c2nnn(Cc3cccc(C(F)(F)F)c3)c2N)c(C)c1
  FLuc inh = nt	HEK cytotox = nt	IP6K1 inh = 11	HEK293 viab = -5%	NIH3T3 tox = nt	GPT2 inhibitor = nt	SNCA expr inh = ?

canonical_smiles: Cc1ccc(CNC(=O)C2(c3ccc(NS(C)(=O)=O)cc3)CCCCC2)cc1
  FLuc inh = 0%	HEK cytotox = ?	IP6K1 inh = 27	HEK293 viab = -8%	NIH3T3 tox = -21%	GPT2 inhibitor = 0%	SNCA expr inh = 10%

# Further compounds follow.
mol	FLuc inh	HEK cytotox	IP6K1 inh	HEK293 viab	NIH3T3 tox	GPT2 inhibitor	SNCA expr inh
Cc1ccc(C(=O)c2cn(Cc3ccccc3)c3ccccc3c2=O)cc1	nt	nt	4	?	nt	nt	-24%
COc1ccccc1CC(=O)NCc1nnc2ccc(-c3ccc(C)cc3)nn12	0%	?	-3	-8%	-28%	1%	-21%
COc1ccc(OC)c(N(CC(=O)NCc2ccccc2)S(=O)(=O)c2ccccc2)c1	nt	nt	-8	0%	nt	nt	11%
Cc1cccc(C2CN(C)CCc3c2cc(O)c(O)c3Cl)c1 (configuration not stated)	nt	nt	nt	-12%	nt	7.1µM*	-22%
O=C1CCN(S(=O)(=O)c2ccc3c(c2)CCC3)CCCC(c2nc(-c3cccnc3)no2)CCN1 (configuration not stated)	0%	35µM*	27	-6%	?	-11%	3%
Cc1ccc(C(=O)COC(=O)c2cccc(NC(=O)c3ccc(Br)cc3)c2)cc1	nt	nt	-9	2%	nt	nt	140%[activator]
COc1ccc(C(=O)NC2CCN(c3cn[nH]c(=O)c3)CC2)c(OC)n1	-4%	3%	0	?	-3%	?	9%
O=C(NCC1Cn2cccc2CN1Cc1ccccc1)c1c[nH]c2ccccc12 (configuration not stated)	2%	-10%	0	1%	-17%	i	6%
Cc1cccc(-n2nc(C)n(CC(=O)N[C@@H]3CS(=O)(=O)C[C@H]3O)c2=O)c1	5%	-4%	0	3%	3%	-1%	4%
CO[C@H]1CN(C(C)C)[C@H]1C1CCN(C(=O)c2cc(C)nn2C)CC1	nt	1%	29	5%	-19%	i	-3%
CCOC(=O)c1cnn(-c2cccc(Cl)c2)c1C1CCN(C(=O)OC(C)(C)C)CC1	nt	nt	-13	-1%	nt	nt	-18%
CC(=O)c1ccc(N2CCN(C(=O)C3CCCN(S(=O)(=O)c4ccc(Br)s4)C3)CC2)cc1 (configuration not stated)	nt	nt	6	-13%	nt	nt	32%[activator]
COc1cccc(C(=O)N2CCC[C@H]2c2nc(-c3ccc(OC)c(OC)c3)no2)c1	-3%	-13%	0	0%	-9%	1%	7%
Cc1ccc(-c2[nH]c3ccccc3c2SCCNC(=O)c2ccc(S(=O)(=O)N(C)C)cc2)cc1	nt	nt	-1	8%	nt	nt	-29%
CCn1c(=O)cc(OCC(=O)N2CCN(c3ccc(F)cc3)CC2)c2ccccc21	nt	nt	7	-18%	nt	nt	-1%
CCOC(=O)c1c(S(=O)(=O)N2CCC(C(=O)Nc3ccc(C)cn3)CC2)c(C)n(C)c1C	nt	nt	4	2%	nt	nt	-3%
Fc1ccccc1-n1ncc2c1ncn1nc(COc3ccc(Cl)cc3)nc21	nt	nt	2	1%	nt	nt	-9%
COc1ccc(CNC(=O)CSc2n[nH]c(-c3ccc(OC)cc3)n2)cc1	nt	nt	-3	-26%	nt	nt	56%
COc1c(F)cccc1C(=O)N1CCC(Cc2ccc(C(=O)O)cc2)C1 (configuration not stated)	-1%	0%	22	-20%	-29%	-1%	-14%
O=C(CC1CCCC1)N1CCC(N2C(=O)[C@H]3CN(Cc4ccccc4)C[C@H]3C2=O)CC1	nt	?	15	-8%	-38%	i	5%
Cc1ccc(-c2ccc3c(n2)CN(C)C(=O)CO3)cc1	89µM*	?	-10	4%[87.6 µM]	?	3%[88.5 µM]	90%[activator][87.6 µM]
O=S(=O)(NC[C@H]1OC[C@@H](NCc2ncc[nH]2)[C@@H]1O)c1ccccc1	10%[172 µM]	-3%[172 µM]	-4	-1%[87.6 µM]	2%[174 µM]	2%[88.5 µM]	?
COCCn1c(=O)c(C(=O)NCc2ccc(F)cc2)nc2cccnc21	nt	i	8	-10%	-10%	i	-28%
O=C1NC[C@H]2O[C@H](Cc3cc(COc4ccccc4)on3)CC[C@@H]2O1	-10%[172 µM]	i	15	-8%[87.6 µM]	4%[174 µM]	-6%[88.5 µM]	74%[activator][87.6 µM]
CCOc1ccc(C(=O)Nc2cc(-c3nc4ccccc4s3)ccc2OC)cc1	nt	nt	1	-2%	nt	nt	14%
Cc1[nH]nc(CCC(=O)N2CC[C@@H](NC(=O)c3cnccn3)[C@H](O)C2)c1C	0%	-2%	-16	-18%	-5%	1%	-9%
COc1ccccc1NC(=O)N1CCOc2ccccc21	nt	nt	-16	-8%	nt	nt	6%
Cc1ccc(C2NC(=O)N(CC(=O)Nc3ccc(Br)c(C)c3)C3=C2C(=O)OC3)cc1 (configuration not stated)	-8%	?	-7	-22%	35µM*	2%	?
CNC(=O)C1CCN(c2nc3ccccc3nc2C(F)(F)F)CC1	nt	nt	-20	-2%	nt	nt	15%
COCc1nc(C2CC(N)C2)cc(N2CC(c3nccs3)C2)n1 (configuration not stated)	0%	i	-12	-14%	i	i	24%
CN(C(=O)CSc1nc(-c2ccccc2)no1)c1ccc(F)cc1	nt	nt	25	0%	nt	nt	37%[activator]
Cn1nnnc1C1CCCN(C(=O)CCCc2ccccc2)C1 (configuration not stated)	1%	i	-6	9%	-2%	?	5%
C/C=C(/C)C(=O)OC1C2OC2C2(CO2)C2C3OC(=O)C(C)C3CCC12C (configuration not stated)	nt	nt	18	-9%	nt	2%[27.3 µM]	nt
CCNC(=O)N[C@@H]1C=C[C@@H](c2c(C)nn(-c3ccc(C(C)(C)C)cc3)c2C)C1	?	35µM*	-4	?	?	i	-7%[87.6 µM]

# High-throughput results (PubChem)
